# Source: PubChem BioAssay
# TCR CD3 inh – inhibitors of human TCR-CD3 interaction, primary screen, biochemical, fluorescence, TAMRA-labeled TCR probe; 360,000 tested, 0.37% active; T-cell receptor (TCR); AID 651800, 2012; inhibition, % at 9.4 µM; in the data active = inhibition above about 19%;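 also: recombinant mutant TCR 2C K166C tagged with TAMRA read by polarization; 0% = receptor in buffer alone and 100% = receptor with positive control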
# NR1D1 modulator – modulators of Rev-erb alpha DNA binding, primary screen, biochemical, FITC-DNA, fluorescence polarization, uHTS; Nuclear receptor subfamily 1 group D member 1 (Homo sapiens), P20393; activity, % at 10 µM; Rev-erbα–FITC-DNA binding, 90 min; 370,000 tested, 0.79% active;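 active = activity above about 14%, limit read from the data; passing the limit was not always enough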;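 also: 0% = DMSO wells with 35 nM protein and 100% = DMSO wells with 750 nM protein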
# ABHD4 inh – ABHD4 inhibitors, primary screen, biochemical, fluorescence polarization, mouse; purified mABHD4, FP-Rh probe fluorescence polarization; AID 720543, 2013; (Lyso)-N-acylphosphatidylethanolamine lipase (Mus musculus), Q8VD66; 370,000 tested, 0.54% active; inhibition, % at 8.92 µM;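 active = inhibition exceeding the mean over every tested compound plus 3 SD, cut at about 30% in these data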;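 also: 0% = plate median of compound wells and 100% = S159A mutant with DMSO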
# Target sequence (Q8VD66 whole entry, looked up): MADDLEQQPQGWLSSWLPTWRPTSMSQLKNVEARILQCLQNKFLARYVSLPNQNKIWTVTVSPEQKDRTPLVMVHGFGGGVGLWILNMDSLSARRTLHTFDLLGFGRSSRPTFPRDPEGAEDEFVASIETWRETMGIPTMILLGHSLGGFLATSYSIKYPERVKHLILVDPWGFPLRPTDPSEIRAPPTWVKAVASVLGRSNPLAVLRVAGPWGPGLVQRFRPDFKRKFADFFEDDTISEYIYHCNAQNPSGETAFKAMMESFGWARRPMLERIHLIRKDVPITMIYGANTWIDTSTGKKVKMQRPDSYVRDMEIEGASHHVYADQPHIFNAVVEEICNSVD
#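 Assay system: wild-type mouse ABHD4 protein; compound: single nominal dose of 8.92 µM, 0.89% DMSO final; schedule: 45 min + 60 min at 25 °C; measured by: FP readout, ex 525 nm / em 598 nm; evaluation: % inhibition of FP-Rh probe binding versus controls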
# UHRF1 MBD2 ctr – UHRF1 methylated DNA binding inhibitors, primary screen, counter-screen for MBD2 inhibitor project, biochemical, TR-FRET, human UHRF1, single concentration; E3 ubiquitin-protein ligase UHRF1 (Homo sapiens), Q96T88; UHRF1 binding to methylated oligo; inhibition, % at 4.4 µM; 370,000 tested, 0.75% active; AID 687016, 2013; in the data active = inhibition above about 21%;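 also: UHRF1 SRA domain binding a hemimethylated CpG hairpin DNA probe; 0% = median of test compound wells and 100% = reference inhibitor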
# MBD2 DNA inh – inhibitors of MBD2 binding to methylated DNA, primary screen, biochemical, TR-FRET, DNA-binding domain, human | inhibition, % at 4.4 µM | MBD2 binding to methylated oligonucleotide | AID 686964, 2013 | 370,000 tested, 0.31% active; in the data active = inhibition above about 13%
# Target sequence (Q9UBB5 whole entry, looked up, the tested form may be a part): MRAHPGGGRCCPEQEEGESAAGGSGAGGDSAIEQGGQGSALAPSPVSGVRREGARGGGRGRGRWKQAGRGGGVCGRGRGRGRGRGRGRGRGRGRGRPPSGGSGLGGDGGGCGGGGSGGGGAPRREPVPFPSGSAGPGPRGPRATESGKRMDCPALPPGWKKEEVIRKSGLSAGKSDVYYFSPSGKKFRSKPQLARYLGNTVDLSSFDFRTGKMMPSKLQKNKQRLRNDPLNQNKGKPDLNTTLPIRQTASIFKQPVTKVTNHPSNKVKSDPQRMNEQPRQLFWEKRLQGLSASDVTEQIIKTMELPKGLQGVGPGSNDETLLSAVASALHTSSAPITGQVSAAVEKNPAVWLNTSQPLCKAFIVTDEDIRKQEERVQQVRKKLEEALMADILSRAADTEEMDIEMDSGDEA
# LEDGF integ inh – blockers of LEDGF/p75-dependent integrase strand transfer – biochemical, TR-FRET, high throughput, primary screen. HIV-1 integrase (with human LEDGF/p75). TR-FRET IN-LEDGF/p75 DNA integration, Eu/Cy5. inhibition, % at 3.7 µM. 370,000 tested, 0.64% active. AID 743269, 2014;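 active = inhibition above the screen-wide mean plus 3 SD, cut at about 13% in these data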;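 also: signal is the Cy5 over europium emission ratio at 671 and 618 nm; 0% = plate median of compound wells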
# PG9 binder – binders of HIV-1 gp120 antibody PG9, primary screen, biochemical, TR-FRET; 360,000 tested, 0.43% active; HIV-1 gp120 / PG9 antibody interaction; AID 624416, 2012; inhibition, % at 6.7 µM; TR-FRET gp120-PG9 antibody binding; in the data active = inhibition above about 8.5%
# HTRA1 inhibitor – HTRA1 serine protease inhibitors, primary screen, biochemical, fluorescence polarization, HTS. Q92743. recombinant HTRA1, FP-rhodamine activity-based probe. inhibition, % at 5.96 µM. 340,000 tested, 0.5% active; in the data active = inhibition above about 36%;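 also: 0% = enzyme with DMSO and 100% = wells lacking enzyme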
# PRMT1 inh – PRMT1 methyltransferase inhibitors, primary screen, biochemical, fluorescence polarization. Protein arginine N-methyltransferase 1 (Homo sapiens), Q99873. recombinant PRMT1, activity-based probe fluorescence polarization. inhibition, % at 2.79 µM. 370,000 tested, 1.3% active;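 active = inhibition above about 21% made by adding two undisclosed values, limit read from the data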
# rCAG binder – binders of r(CAG) RNA repeats, primary screen, biochemical, fluorescence | r(CAG) RNA repeat, TO-PRO-1 dye displacement fluorescence | inhibition, % at 3 µM | 370,000 tested, 1.3% active;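 active = inhibition above the plate cutoff, the mean of all test compounds on that plate plus 3 SD, cut at about 35% in these data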;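 also: 0% = DMSO alone and 100% = 100 µM mitoxantrone as full dye displacement; higher means more dye released from RNA so lower well fluorescence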
# An asterisk follows results filed as active; x = no result given. These rows are one share of the data. The share of hits here may be higher or lower than overall.
SMILES,TCR CD3 inh,NR1D1 modulator,ABHD4 inh,UHRF1 MBD2 ctr,MBD2 DNA inh,LEDGF integ inh,PG9 binder,HTRA1 inhibitor,PRMT1 inh,rCAG binder
Nn1c(SCc2ccccc2F)nnc1-c1ccncc1,-3.7,-4.8,1.7,0.8,3.2,2.1,-0.8,x,-1.4,-1.1
COC(=O)CCSCC(=O)N1N=C(c2ccc(Br)cc2)CC1c1cccc(OC)c1OC (stereo unspecified),-14.6,-5.0,-4.7,-0.4,5.6,-2.3,1.4,-51.9,6.8,3.4
CCC1(C(=O)c2ccccc2)C2c3cc(Br)ccc3OC(=O)C21C(=O)N1CCOCC1 (stereo unspecified),-3.2,6.7,-2.5,1.0,1.6,3.1,0.1,-0.5,-0.6,2.7
C=CCn1c(SCn2nnc3ccccc3c2=O)nnc1-c1ccc(F)cc1,-4.6,2.7,1.5,2.5,3.6,2.1,-1.6,3.5,-1.0,-6.1
CCN(CC)c1ccc(NC(=S)Nc2ccc(F)cc2)cc1,1.9,3.0,26.1,1.3,-2.8,4.2,-1.6,20.9,10.7,4.3
CC(=O)C1=C(C)OC(N)=C(C#N)C1c1ccncc1 (stereo unspecified),2.0,4.5,3.5,-0.7,0.5,-3.7,-3.7,2.5,5.1,1.7
Cc1cc(=O)[nH]c(SCCCOc2ccc(F)cc2)n1,7.5,-6.4,-1.0,-0.9,-6.8,1.7,1.1,-1.8,-2.3,-2.0
COc1ccc(C2c3c(ccc4ccccc34)Oc3ncn4nc(CO/N=C/c5ccccc5)nc4c32)cc1 (stereo unspecified),-3.2,-2.5,2.0,3.0,-1.3,4.1,-3.6,3.6,-3.7,-1.5
CS(=O)(=O)N(CCc1ccccc1)CC(=O)N1CCN(Cc2ccc3c(c2)OCO3)CC1,5.3,4.9,0.5,-2.3,-0.2,-0.3,-0.8,1.6,1.5,-10.3
CCOC(=O)C1CCN(C(=O)Cn2cccc2C(=O)c2ccccc2)CC1,-2.1,5.0,5.5,1.2,4.3,0.3,-0.8,6.0,0.9,-2.8
CN(CC(=O)NCc1ccncc1)S(=O)(=O)c1cc(Cl)ccc1Cl,1.7,-5.9,0.5,0.3,-4.4,4.7,-1.3,3.9,7.2,-1.2
CC1(C)Cc2nc3oc4c(N5CCOCC5)ncnc4c3cc2CO1,6.7,-5.9,5.3,-1.2,-3.7,-3.5,-2.6,4.1,-2.4,1.5
O=C(Cc1ccc(Br)cc1)c1ccc(O)cc1O,4.5,5.4,-12.3,3.1,-0.6,-1.1,1.4,-7.2,1.4,6.4
Cc1cc(OC(=O)c2ccc(S(=O)(=O)N(C)C)cc2)c([N+](=O)[O-])c(=O)[nH]1,-7.2,-6.6,1.3,-3.3,-5.6,2.4,2.2,1.4,0.1,3.3
CN1CCC(N(C)C(=O)c2ccccc2Nc2ccc(SC(F)F)cc2)CC1,-5.8,6.2,-5.2,4.8,1.2,0.5,-0.5,1.2,2.9,0.4
CCCCn1cnc2c(sc3nc4c(cc32)CSC(C)(C)C4)c1=O,-6.2,3.9,-4.5,2.0,3.6,-5.3,-0.4,-3.5,0.8,-5.3
O=S(=O)(Nc1ccccc1Br)c1cccs1,3.6,-7.5,-5.7,1.8,1.6,6.2,-1.9,1.1,-2.5,1.7
c1ccc(CNc2nc3ccccc3n3cnnc23)cc1,-4.7,-10.9,5.1,1.3,0.1,-1.0,4.5,-1.8,-0.6,1.2
Cc1ccsc1/C=N/Nc1ccc(C(=O)O)cc1,6.9,1.0,6.2,-1.9,-4.2,-4.6,-19.3,7.3,-1.0,1.3
COc1ccc(C2CCCN2C(=S)Nc2cccc(Cl)c2C)cc1OC (stereo unspecified),-5.5,-3.5,1.2,-3.1,4.3,2.5,1.2,-8.8,-2.5,7.6
COc1cccc(NC(=O)C(=O)NCCCn2ccnc2)c1,-2.2,2.2,-9.5,2.3,1.4,4.7,-2.8,-1.9,-5.8,0.6
CCOc1ccc(C2C(C(=O)Nc3ccccc3)=C(C)N=c3s/c(=C/c4cccc(OCC(=O)O)c4)c(=O)n32)cc1 (stereo unspecified),1.4,8.2,-41.9,-3.1,2.5,6.0,-1.1,-41.0,24.8*,67.2*
COC(=O)c1ccccc1C(=O)N1CCCC(CNC(=O)c2ccc(F)cc2)C1 (stereo unspecified),-0.9,3.6,1.0,-1.7,2.8,0.1,0.7,3.3,-1.9,-2.9
CC1(c2ccccc2)NC(=O)N(CC(=O)Nc2ccc(N3CCOCC3)cc2)C1=O (stereo unspecified),1.6,3.0,-1.9,0.2,-2.2,0.3,0.8,3.6,-1.1,2.6
CCOCCn1c(N(C)Cc2ccccc2)nc2c1c(=O)[nH]c(=O)n2C,3.1,7.1,-6.2,1.8,-4.8,4.4,-1.9,2.3,-4.7,-1.8

# Some entries already given, showing only PG9 binder, UHRF1 MBD2 ctr and ABHD4 inh.
canonical_smiles	PG9 binder	UHRF1 MBD2 ctr	ABHD4 inh
CC(=O)C1=C(C)OC(N)=C(C#N)C1c1ccncc1 (stereo unspecified)	-3.7	-0.7	3.5
Cc1cc(=O)[nH]c(SCCCOc2ccc(F)cc2)n1	1.1	-0.9	-1.0

# Carrying on.
SMILES,TCR CD3 inh,NR1D1 modulator,ABHD4 inh,UHRF1 MBD2 ctr,MBD2 DNA inh,LEDGF integ inh,PG9 binder,HTRA1 inhibitor,PRMT1 inh,rCAG binder
CCOc1ccc(NC(=O)c2ccc(S(=O)(=O)N3CCOCC3)cc2)cc1,5.0,0.2,3.0,-0.6,1.3,1.2,-0.3,0.8,-5.1,0.2
CC1(C(=O)NS(=O)(=O)c2cccc(OC(F)F)c2)CCN1C(=O)Cc1ccccc1 (stereo unspecified),-5.6,1.8,0.5,1.0,8.8,1.6,0.7,x,4.9,4.2
Cc1cccc(NC(=O)CCNC(=O)c2ccco2)c1C,-1.7,-3.9,2.1,4.8,0.7,-4.6,-3.2,4.0,-2.1,0.3
O=C(c1ccc(NC(=S)Nc2ccc(Cl)c(Cl)c2)cc1)N1CCCC1,1.6,8.2,0.4,4.1,1.1,7.4,-0.7,-1.5,2.9,2.3
COC(=O)c1ccc(Oc2ccc3nnc(C)n3n2)cc1,2.5,4.2,1.5,7.5,13.2*,-2.4,-2.8,9.9,-0.3,-0.6
Cc1ccc(C)c(N(C(=O)CNC(=O)c2ccco2)C(C(=O)NC2CCCC2)c2ccncc2)c1 (stereo unspecified),-1.2,4.2,3.1,0.4,-4.3,-5.0,0.5,-5.5,4.0,1.9
S=C(Nc1ccccc1Cl)N1CCCCCC1,1.4,-2.7,6.2,11.3,-2.0,-1.0,0.9,-0.9,-5.1,-1.1
COc1ccc(C(=O)N2CCC(c3ccccc3)CC2)c(OC)c1OC,-0.5,4.9,6.3,-1.2,-6.1,2.2,1.3,-0.9,-1.1,-5.8
COCCN(C)C(=O)CC1C(=O)NCCN1CC(c1ccccc1)c1ccccc1 (stereo unspecified),-1.3,0.5,-0.2,-3.0,4.2,1.5,0.5,2.0,-2.5,-0.2
COc1ccccc1CNC(=O)Cn1cccc1C(=O)c1ccccc1,5.4,2.0,-1.1,0.5,-2.7,0.9,-1.6,2.7,-0.5,-2.0
O=C(CSc1ccc(Cl)cc1)OCc1nnc(-c2ccccc2)o1,-3.8,0.3,6.6,3.5,-2.5,-1.9,1.2,11.5,3.1,0.5
Cc1ccc(NC(=O)c2c(O)c3ccccc3n(C)c2=O)nc1,-3.5,4.1,-2.6,1.0,3.7,2.1,-1.2,0.9,0.7,6.3
Cc1ccc2cccc(OCC(=O)Nc3cccc(S(=O)(=O)N4CCCC4)c3)c2n1,-4.3,6.6,-24.6,18.7,17.3*,-2.8,1.5,-16.6,5.5,8.6
CNc1nnc(CSc2nc3ccccc3s2)s1,7.1,-2.5,-0.8,-0.5,-0.8,-0.2,1.2,1.3,1.1,-0.1
COc1ccccc1CNC(=O)COC(=O)C1CCN(S(=O)(=O)c2c(Cl)cccc2Cl)CC1,6.7,3.0,-1.8,0.2,-1.9,2.9,0.5,-9.0,-3.6,1.3
CC(C)(C)OC(=O)N[C@@H](/C=C/c1ccccc1)C(=O)OC(C)(C)C,4.7,-5.0,4.8,-1.7,-2.5,1.8,-0.7,-15.7,-0.2,-10.7
Nc1nonc1-c1nc2ccccc2n1CC(=O)Nc1ccccc1,-0.4,-8.0,0.1,1.5,-3.4,-2.3,1.0,-0.3,3.5,9.6
COc1ccc(-c2cc(=O)oc3c(C)c(OC(=O)c4cccs4)ccc23)cc1,-0.1,-11.8,-1.5,1.0,0.3,1.8,0.4,-2.7,-2.1,0.1
COC(=O)[C@]12C[C@H](CC(=O)N3CCC(c4ccccc4)CC3)C(=O)N(Cc3ccc(Cl)cc3Cl)C1=C[C@H](C1CCCC1)O[C@@H]2C,x,6.2,-8.0,0.9,0.8,-1.9,x,x,3.5,8.6
O=C(OCC(=O)N1CCCC1)c1c(Cl)ccc(Cl)c1Cl,-1.3,-0.8,-1.5,1.2,2.8,3.2,-1.4,3.8,-4.2,-5.1
CC(C)CC(=O)NC(=S)N1CCCCCC1,-9.9,1.6,-1.2,4.2,5.3,-0.7,0.6,0.5,-0.3,3.5
Cc1ccc(S(=O)(=O)N(C)C)cc1NC(=O)[C@H](Cc1ccccc1)N1C(=O)c2ccccc2C1=O,5.7,-2.7,6.2,-2.5,-4.2,-2.5,-0.8,-8.3,1.6,5.2
O=C(Nc1ccccc1[N+](=O)[O-])c1cccnc1Cl,-4.6,-2.9,-2.6,0.0,0.1,0.2,-1.4,1.2,-1.8,-0.6
O=C(/C=C/c1cccs1)NNC(=O)c1ccccc1,-5.5,1.1,-5.4,-2.0,-1.3,-3.7,1.5,0.7,3.1,0.9
C(=C\c1sc(Nc2ccccc2)n[n+]1-c1ccccc1)/c1ccccc1,-1.5,1.8,2.7,4.3,-1.1,2.8,-2.2,-12.6,0.6,13.1
C=CCn1c(SCc2cc([N+](=O)[O-])cc3c2OCOC3)nc2cc(C(=O)O)ccc2c1=O,0.1,-3.7,11.6,0.2,-3.4,-0.2,-0.7,-2.6,0.7,6.4
COC(=O)c1cccc(Nc2nc3ccccc3nc2C)c1,0.2,-0.2,1.7,0.4,2.7,0.7,1.1,-11.8,2.5,2.1
CC(C)COC(=O)N1CCCCC1c1cc(C(=O)NC(C)C)no1 (stereo unspecified),-3.4,1.9,1.0,2.8,11.9,-2.4,-0.6,x,1.5,-3.7
